# TDP-43 yeast inh: qHTS of TDP-43 Inhibitors. TDP-43 expressing yeast growth rescue, BacTiter-Glo, 24 h. Potency, µM (doses to about 46.1 µM), for inactives: top-dose growth rescue (activation), usual class: activators. 410,000 tested, 1.8% active. AID 652104, 2013; also: potency is read from the fitted curve at half-maximal effect; % of control where 0% means no effect; nearly all actives have a fitted effect of over 50% in size
#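 In this qHTS, compounds that restore growth of yeast expressing TDP-43 appear as activators. Cells (OD600=0.02, galactose medium, raffinose-pregrown) are incubated with compound 24 hr at 30 deg C and growth is quantified by BacTiter-Glo.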
# MmCpn inh: Inhibitors of TCP-1 ring complex (TRiC) of Methanococcus maripaludis (MmCpn): qHTS. Potency, µM (doses to about 76.9 µM), inactives show at the highest dose activity, negative = inhibition, usual class: inhibitors. 330,000 tested, 0.031% active. purified Mm-Cpn ATPase, ADP Transcreener TR-FRET. Chaperonin Mm-Cpn (Methanococcus maripaludis); also: potency is read from the fitted curve at half-maximal effect; % is scaled to controls: 0 for no effect and ±100 for the full control effect; nearly all actives have a fitted effect of over 80% in size
#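 TR-FRET (320 nm excitation; 590 and 665 nm emission) reports ADP made from 10 uM ATP by 25 nM enzyme; compounds were preincubated 10 min, reaction run 30 min, both at 37°C.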
# GLP1R inv ag: qHTS of GLP-1 Receptor Inverse Agonists (Inhibition Mode). Glucagon-like peptide 1 receptor (Homo sapiens), P43220. HEK293 GLP-1R CRE-luciferase, luminescence, 24 h; GLP-1R form is constitutively active. Potency, µM (series often up to 38.3 µM), without a hit: at the top dose activity change, negative = inhibition, actives largely listed as inhibitors. 410,000 tested, 1.6% active; also: potency is read from the fitted curve at half-maximal effect; % is scaled to controls: 0 for no effect and ±100 for the full control effect; nearly all actives have a fitted effect of over 55% in size
# Target sequence (P43220 whole entry, looked up): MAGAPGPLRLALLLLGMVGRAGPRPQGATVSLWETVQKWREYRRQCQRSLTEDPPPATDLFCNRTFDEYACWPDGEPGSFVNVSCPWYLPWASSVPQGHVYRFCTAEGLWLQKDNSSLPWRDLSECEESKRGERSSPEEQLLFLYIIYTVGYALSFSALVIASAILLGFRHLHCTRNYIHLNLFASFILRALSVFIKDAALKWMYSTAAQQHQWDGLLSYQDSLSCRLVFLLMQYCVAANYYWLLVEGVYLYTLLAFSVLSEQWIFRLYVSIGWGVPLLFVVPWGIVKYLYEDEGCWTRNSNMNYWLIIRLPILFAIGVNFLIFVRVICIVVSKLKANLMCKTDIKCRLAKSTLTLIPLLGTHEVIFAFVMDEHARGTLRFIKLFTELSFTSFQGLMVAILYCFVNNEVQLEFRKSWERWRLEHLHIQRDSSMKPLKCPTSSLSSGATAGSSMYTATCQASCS
#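 Constitutively active GLP-1R drives a cAMP-responsive luciferase in stably transfected HEK293 cells; test compounds are added after overnight (12 h) attachment and left 24 hr, and signal loss in luminescence marks inhibition.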
# PTHR1 ag: qHTS for PTHR1 Agonists: Primary Screen. HEK293 GP2 PTHR1 cells, GloSensor cAMP luminescence, 1 h. 410,000 tested, 0.075% active. Parathyroid hormone/parathyroid hormone-related peptide receptor (Homo sapiens), Q03431. Potency, µM (titrated, usually from 115 µM), for inactives: at the highest dose activation, hits mostly activators; also: potency is read from the fitted curve at half-maximal effect; nearly all actives have a fitted effect of over 55% in size; some results filed as inactive show a strong effect at the top dose; inactives centre near -15; many of its hits are not listed in these tables
# Target sequence (Q03431 whole entry, looked up): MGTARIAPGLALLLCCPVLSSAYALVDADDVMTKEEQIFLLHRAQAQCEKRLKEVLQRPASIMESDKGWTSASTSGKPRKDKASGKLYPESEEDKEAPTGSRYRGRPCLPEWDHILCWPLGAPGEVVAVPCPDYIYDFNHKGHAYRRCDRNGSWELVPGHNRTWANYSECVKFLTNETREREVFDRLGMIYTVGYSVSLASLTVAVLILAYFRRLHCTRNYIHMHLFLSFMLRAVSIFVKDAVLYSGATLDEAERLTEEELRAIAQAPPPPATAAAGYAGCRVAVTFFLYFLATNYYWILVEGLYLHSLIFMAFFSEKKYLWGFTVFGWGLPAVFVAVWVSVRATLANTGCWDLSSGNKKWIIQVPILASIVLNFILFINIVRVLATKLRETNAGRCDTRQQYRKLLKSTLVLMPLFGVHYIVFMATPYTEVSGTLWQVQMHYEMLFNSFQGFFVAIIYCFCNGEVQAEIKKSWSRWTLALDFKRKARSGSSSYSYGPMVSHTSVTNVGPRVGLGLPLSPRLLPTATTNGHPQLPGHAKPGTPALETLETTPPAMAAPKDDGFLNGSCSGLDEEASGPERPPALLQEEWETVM
#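 HEK-293-derived GP2 cells expressing PTHR1 and a GloSensor cAMP reporter, 3,000/well, plated overnight, given luciferin plus IBMX (each 0.5 mM as added) for 1 h at 37 °C, then compound for 1 h at 37 °C. Luminescence was read after 15 min at room temperature.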
# FUS yeast rescue: qHTS for Suppressors of FUS Proteinopathy: Primary screen using FUS-linked yeast assay. AID 1347120, 2019. S. cerevisiae FUS-expressing, growth rescue, OD600, 24 h. Potency, µM (titrated, usually from 76.6 µM), for the others: top-dose growth rescue (activation), usual class: activators. 390,000 tested, 0.24% active;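 also: potency is read from the fitted curve at half-maximal effect; plate controls were DMSO vehicle for no effect and reference control for full effect; nearly all actives have a fitted effect of over 55% in size; some results filed as inactive show a strong effect at the top dose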
#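 Yeast expressing FUS under galactose induction, OD 0.005 in 2% galactose medium; compounds in a dilution series, 24 h at 30C. Growth rescue by absorbance at 600 nm; CP55940 positive control, DMSO negative.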
# Akt phos inh: HTS Assay for Inhibitors of Akt Phophorylation: Primary Screen; Neuro2A IGF-stimulated pAkt S473 HTRF, 20 min; stronger effect = lower value; activity change, % for hits at 50 µM; 360,000 tested, 0.32% active; AID 651550, 2012; in the data active = activity change below about -80%; inconclusive = mostly about -51% to -80%; also: % is scaled to controls: 0 for no effect and ±100 for the full control effect
#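 Neuro2A cells (4,500/well, DMEM with 0.5% FBS) were treated with compound at a single 50 µM final concentration, stimulated with 6 nM IGF for 20 min at 37 °C, and lysed. Phospho-Akt Ser473 was read by HTRF as 665/615 ratio ×10^4.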
# HEK293 tox: qHTS of GLP-1 Receptor Inverse Agonists: Cytotox Screen | Potency, µM (top dose mostly 38.3 µM), for the others: top-dose activity change, negative = inhibition, most hits filed as inhibitors | HEK293 cAMP-luciferase reporter cells, luminescence, 24 h | 410,000 tested, 0.13% active;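 also: loss of luciferase light is scored as toxicity; potency is read from the fitted curve at half-maximal effect; % is scaled to controls: 0 for no effect and ±100 for the full control effect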
#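 Quantitative HTS format, 1536 wells, 200 cells/uL seeded. Compounds: 23 nL, 24 h, 37 °C. Detection: luciferase reagent, luminescence at 12 min RT; decreased signal taken as cytotoxic.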
# aSyn yeast inh: qHTS of alpha-syn Inhibitors. Yeast expressing alpha-synuclein, growth rescue, BacTiter-Glo, 24 h. Potency, µM (titrated, usually from 46.1 µM), inactives show at the top dose growth rescue (activation), actives largely listed as activators. 370,000 tested, 0.14% active; also: potency is read from the fitted curve at half-maximal effect; % of control where 0% means no effect; nearly all actives have a fitted effect of over 65% in size
#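 Rescue of yeast growth: cells expressing toxic alpha-synuclein, induced in galactose at OD600 0.02, incubated with compound 24 h at 30 C. ATP luminescence quantified growth; inhibitors of toxicity appear as activators.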
# Abeta yeast res: qHTS for compounds that reverse cellular toxicity of Amyloid beta (A-beta) peptide in yeast: Primary Screen. yeast expressing A-beta42, growth rescue, OD600, 48 h; response scale: 0% DMSO, 100% iron-clioquinol control. 410,000 tested, 0.063% active. Potency, µM (top dose mostly 46.1 µM), without a hit: at the top dose growth rescue, usual class: activators; also: potency is read from the fitted curve at half-maximal effect; nearly all actives have a fitted effect of over 55% in size
#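 Growth rescue measured by 600 nm absorbance after 48 h yeast culture at 30 C with compound. Values normalized between DMSO and an equimolar ferric chloride plus clioquinol control.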
# Starred values were filed as active, the others as inactive; i = inactive; ? = inconclusive; / = no result given; [ ] = remark or other dose. Unless noted, calls follow the shape of the dose curve; as a rule, active = well fitted curve in the direction sought with a large enough effect; inconclusive = small, poorly fitted or top-dose-only effect, or another doubt; inactive = no such curve, though single readings can be large; an effect the other way counts as inactive or inconclusive.
SMILES,TDP-43 yeast inh,MmCpn inh,GLP1R inv ag,PTHR1 ag,FUS yeast rescue,Akt phos inh,HEK293 tox,aSyn yeast inh,Abeta yeast res
CC1CN(C)C(C)C/C1=N/Oc1ccccc1[N+](=O)[O-] (stereo unspecified),-18%[0.397 µM],-3%,-7%,-5%,21%,i,-11%,-4%,3%
CN(C)/C=C/C(=O)c1ccc(OCCN(C)c2ccccn2)cc1,-3%,?,?,i,8%,i,1%,-10%,11%
Cc1ccc(NC(=S)Nc2ncccc2C)c(C)c1,0%,0%,-18%,-26%,2%,i,2%,-17%,-8%
CCOCCCNS(=O)(=O)c1ccc(Br)cc1,3%,0%,10%,i,-2%,i,56%[activator],2%,-5%
COCCNC(=O)[C@@]1(C)C=C[C@@H](Cc2ccccc2)N1C(=O)c1ccccc1,-8%,2%,2%,-35%[inhibitor],-5%,i,0%,-14%,-2%
CCOC(=O)N1CCc2c(sc(NCc3cccc(F)c3)c2C(=O)Nc2ccccc2OCC)C1,6%,/,-29%,-2%,?,/,-10%,/,-10%
CCCC(C(=O)NC1CCCC1)N(Cc1cccs1)C(=O)c1snc(C(N)=O)c1N (stereo unspecified),-22%,0%,0%,-10%,26%,i,-20%,1%,-9%
C/C(=N/NC(=O)CN1CCN(S(=O)(=O)c2ccc(C)cc2)CC1)c1ccco1,-7%,1%,5%,1%,12%,i,-1%,-1%,8%
O=c1c2[nH]c3ccccc3c2ncn1CCN1CCCCC1,-1%,1%,15%,-25%[57.5 µM],-15%,i,1%,-1%,4%
Cc1ccc(S(=O)(=O)Oc2ccccc2/C=N/NC(N)=S)cc1,0%,0%,0%,-16%[57.5 µM],9%,i,?,-4%,-22%
CCCCc1nn2c(=O)cc(COC(=O)c3ccc(NC(=O)c4cccs4)cc3)nc2s1,6%,/,12%,i,9%,/,5%,/,-16%
CC(C)CSc1nc2ccccc2c(=O)[nH]1,-3%,1%,?,i,-12%,i,2%,1%,18%
CC1CCCN(CCCOc2ccc(Br)cc2Cl)C1 (stereo unspecified),-18%,2%,?,-17%,-1%,i,?,4%,-32%
Nc1ccc(S(=O)(=O)Nc2nc(-c3ccccc3)cc(-c3ccccc3O)n2)cc1,6%,/,-1%,-21%,-16%,i,-3%,1%,3%
O=C(c1cc(-c2ccccc2)on1)N1CCCc2ccccc21,30%,3%,?,-45%[inhibitor],8%,i,5%,0%,-28%
COc1cc(NC(=O)C2CCC(CNS(=O)(=O)c3csc(C(N)=O)c3)CC2)cc(OC)c1 (stereo unspecified),-3%,1%,13%,-36%[inhibitor],-9%,/,2%,0%,-19%
Cc1cc(C)c2c(CC(=O)NCCc3ccccc3)coc2c1,6%,0%,?,i,?,i,7%,9%,22%
COc1ccc(NC(=O)C2(C)CCN2Cc2ccc(SC)cc2)cc1OC (stereo unspecified),4%,/,-14%,-1%,-5%,i,-10%,3%,-19%
COc1ccccc1N1CCN(C2CCCN(C(=O)c3snnc3C)C2)CC1 (stereo unspecified),14%,2%,8%,i,3%,i,4%,-4%,5%
COc1ccc(CCN(Cc2ccccn2)C(=S)Nc2ccccc2C)cc1OC,/,-1%,-5%,-4%,18%,i,-12%,0%,-4%
Cc1cc(C)c2nc(C)cc(Nc3ccc(C(=O)N(C)C)cc3)c2c1,9%,-6%,?,i,9%,i,-25%,3%,4%
COC(=O)c1cc2ccccc2n1S(=O)(=O)c1ccccc1,?,0%,-4%,-28%,9%,i,1%,6%,23%
CC(C)(C)NC(=S)N1CCC(C(=O)c2ccc(F)cc2)CC1,20%,-1%,-12%,-16%,-26%,i,2%,5%,6%
CC(=O)c1cccc(N(CC(=O)O)S(C)(=O)=O)c1,3%,2%,20%,-6%,-14%,i,58%[activator],12%,-4%
O[C@@H]1CN(Cc2cccs2)[C@@H](c2ccc(Cl)cc2)C[C@H]1n1cc(-c2ccc(F)cc2)nn1,5%,/,-20%,i,5%,i,1%,1%,16%
O=C(NCc1ccc2c(c1)OCO2)C1CC(=O)N(c2ccc(Cl)cc2)C1 (stereo unspecified),-1%,-1%,-13%,i,11%,i,-6%,11%,10%
O=c1c2ccccc2nc(-c2ccc(F)cc2)n1NCc1ccccc1O,17%,0%,0%,-1%,/,i,13%,6%,-16%
Cc1oc(-c2ccccc2F)nc1Cn1c(SCc2ccccc2F)nc2ccncc21,10%,/,?,-32%[inhibitor],26%,/,-13%,/,-11%
CSc1nsc(N/N=C/c2ccccc2)c1C#N,6%,-1%,11%,-14%,18%,i,-5%,-3%,-10%
O=C(O)COc1ccccc1/C=N/Nc1ccc(S(=O)(=O)Nc2ccc(Cl)cc2)cc1[N+](=O)[O-],0%,1%,-1%,-42%[inhibitor],?,i,-30%,16%,-5%
Cc1ccccc1-n1c(C)nnc1SCc1cc(=O)oc2ccc3ccccc3c12,19%,-1%,-10%,-19%,15%,i,15%,0%,0%
O=C1Nc2ccccc2CCc2ccccc21,13%,0%,8%,0%,1%,i,3%,-5%[1.84 µM],3%
O=C(NCC1CCCO1)C1CC(=O)N(c2ccc(F)c(Cl)c2)C1 (stereo unspecified),0%,0%,6%,i,-26%,i,-28%,5%,3%
C=CCNC(=O)C1CCCN(S(=O)(=O)c2ccc(-n3cnnn3)cc2)C1 (stereo unspecified),-9%,-2%,7%,-1%,-2%,i,2%,2%,8%
Cc1ccc(OCCn2c(CNc3cccc(C)c3)nc3ccccc32)cc1,-13%,/,?,-90%[inhibitor],35%,/,-10%,/,27%
Cc1ccc(C(=O)COC(=O)c2ccncc2)cc1[N+](=O)[O-],-12%,0%,11%,i,/,i,-5%,7%,-6%

# Entries of single compounds as entered above. Order of screens: TDP-43 yeast inh, MmCpn inh, GLP1R inv ag, PTHR1 ag, FUS yeast rescue, Akt phos inh, HEK293 tox, aSyn yeast inh, Abeta yeast res
# O[C@@H]1CN(Cc2cccs2)[C@@H](c2ccc(Cl)cc2)C[C@H]1n1cc(-c2ccc(F)cc2)nn1 is listed with 5%, /, -20%, i, 5%, i, 1%, 1%, 16%
# O=C1Nc2ccccc2CCc2ccccc21 is listed with 13%, 0%, 8%, 0%, 1%, i, 3%, -5%[1.84 µM], 3%
# CSc1nsc(N/N=C/c2ccccc2)c1C#N is listed with 6%, -1%, 11%, -14%, 18%, i, -5%, -3%, -10%

# New compounds follow
SMILES,TDP-43 yeast inh,MmCpn inh,GLP1R inv ag,PTHR1 ag,FUS yeast rescue,Akt phos inh,HEK293 tox,aSyn yeast inh,Abeta yeast res
CC1=C(C(=O)NCc2ccccc2)C(c2cccs2)NC(=S)N1 (stereo unspecified),-22%,0%,10%,-5%,17%,i,2%,-4%,12%
COc1cccc(C(c2nnnn2C2CCCC2)N2CCN(C/C=C/c3ccccc3)CC2)c1OC (stereo unspecified),11%,/,?,-10%,27%,i,0%,-3%,-4%
C=CCn1c(SCC(=O)Nc2c(C)cccc2C)nnc1-c1ccncc1,8%,-1%,4%,i,-2%,i,71%[activator],-3%,7%
CCCCn1nnnc1C(c1cc2ccccc2o1)N1CCN(c2ccncc2)CC1 (stereo unspecified),-8%,/,?,-11%,-1%,i,-52%,-3%,-8%
COc1ccccc1-c1cc2nc(C)c(CCC(=O)NC(C)CCc3ccco3)c(C)n2n1 (stereo unspecified),?,-7%,?,-19%,32%,i,-12%,14%,8%
CCCS(=O)(=O)NC(=O)C1(C)CCCN(C(=O)c2ccccc2OC)C1 (stereo unspecified),20%,/,8%,-18%,-1%,i,8%,0%,11%
O=C(Cn1nnc2c(cnn2-c2ccccc2)c1=O)NCc1cccs1,11%,-1%,5%,-10%,25%,i,-20%,1%,-9%
COc1ccccc1NC(=O)CSC1CC(=O)N(c2ccc3c(c2)OCO3)C1=O (stereo unspecified),-2%,0%,0%,-17%[57.5 µM],7%,i,-14%,4%,26%
NNC(=O)Cn1nc2n(c1=O)-c1ccccc1SC2,-21%,-1%,7%,-9%,6%,i,8%,0%,-17%
O=c1[nH]cc(NCCNc2ncc(C(F)(F)F)cc2Cl)c(=O)[nH]1,18%,-15%,-1%,-19%,-34%,i,5%,1%,-6%
C/C(CCc1ccccc1)=N\NC(=O)C(=O)Nc1cccc(Cl)c1,15%,0%,12%,-4%,-42%,i,8%,-6%,-4%
Cc1nnc(NC(=O)c2ccc(S(=O)(=O)N3CCc4ccccc4C3)cc2)o1,?,-1%,-12%,-5%,10%,i,-4%,?,30%
CCNC(=O)CSc1nnc(-c2cccc(S(=O)(=O)N3CCOCC3)c2)o1,-10%,-3%,-23%,-12%,5%,i,-14%,4%,3%
CCCC(C)NC(=O)COc1ccc(S(=O)(=O)c2ccc(OCC(=O)NC(C)CCC)cc2)cc1 (stereo unspecified),-2%,1%,4%,-12%,/,i,1%,1%,0%
CCOc1nc(C)cc(COC)c1C(N)=O,10%,-1%,3%,-16%,-18%,i,-17%,-3%,-1%
CCCC1OC(c2ccco2)OCC1CC (stereo unspecified),-8%,/,-15%,i,4%,i,-18%,-4%,1%
NS(=O)(=O)c1cc(C(=O)NNC(=O)c2ccc3c(c2)OCO3)ccc1Cl,18%,-2%,-9%,i,5%,i,-1%,0%,-3%

# A portion of the library, so the mix of outcomes need not match the whole.
